esBAF inh = Bmi1 luciferase reporter increase in mESCs, primary screen, esBAF inhibitor project, mouse ES cells, Bmi1 luciferase knock-in, single point; 24 h; 100% = twice the neutral-well signal; reporter increase, % at 12.5 µM; 350,000 tested, 2% active; AID 602393, 2012; in the data active = activation above about 40%;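 also: 0% = median of the plate's neutral control wells and 100% = double that signal; a rise in the Bmi1 reporter signal indicates esBAF inhibition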
RAD54 branch = inhibitors of human RAD54 branch migration, primary screen, biochemical, fluorescence, single point. RAD54 Holliday junction branch migration, FAM/BHQ fluorescence. 360,000 tested, 0.14% active. inhibition, % at 10.4 µM. DNA repair and recombination protein RAD54-like (Homo sapiens), Q92698;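 active = mean normalized replicate activity at least 40 and at least half of replicates scoring 40 or more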;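 also: 0% = median of neutral control wells and 100% = median of positive control wells; inhibitors cause a drop in the FAM fluorescence signal; in these data hits start at about 50%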
GSIS activator = GLuc luminescence reporter in INS-1E cells, primary screen for activators of glucose-dependent secretion of insulin | INS-1E GLuc reporter insulin secretion, 2-3 h | activation, % at 16.6 µM | 370,000 tested, 0.61% active;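 active = lowest replicate activation of at least 40%, so every replicate reaches that level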;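 also: 0% = median of neutral control wells and 100% = median of IBMX positive control wells; some compounds called inactive have numbers as strong as hits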
Xi reactivation = activators of inactive X chromosome reactivation, primary screen, imaging, XiGFP fibroblasts, GFP high-content imaging, set 2; activation, % at 7.58 µM; AID 743238, 2013; 360,000 tested, 0.055% active; XiGFP mouse fibroblasts, % GFP-positive cells imaging, 3 d; cells co-treated with 5-aza-dC sensitizer; scaled so ellipticine positive control = 100%;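 active = mean normalized replicate activation at least 10% and every replicate at or above 10%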;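 also: 0% = median of on-plate neutral control wells and 100% = ellipticine 6 µM median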
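System: SV40-immortalized XiGFP fibroblast cells, line 68-5-11 / Incubation: 3-day compound exposure, then 15 min fixation at room temperature / Compound: single concentration per compound, delivered by pin transfer / Buffer or medium: DMEM plus 5-aza-dC sensitizer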
CFTR F508del cor = F508del CFTR correction, initial screen, CFBE line, single point | activity (quench increase), % at 7.58 µM | 350,000 tested, 0.36% active | CFBE cells, YFP halide quenching; stimulated with forskolin plus potentiator P3; % fluorescence drop versus neutral controls;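 active = mean added fluorescence quench of at least 8% versus neutral control, with both replicates also reaching 8%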;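 also: cells transiently co-express mutant CFTR-F508del with the halide-sensitive YFP; corrector assay measuring rescue of mutant channel to the surface after 24 h compound exposure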
RAD52 inh = RAD52 DNA annealing inhibitors, primary screen, biochemical, FRET, single point, set 2; DNA repair protein RAD52 homolog (Homo sapiens), P43351; recombinant RAD52 DNA annealing, FRET fluorescence; inhibition, % at 18.7 µM; 360,000 tested, 0.46% active; AID 651710, 2012;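 active = every replicate showing at least 50% inhibition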
Target sequence (P43351 whole entry, looked up): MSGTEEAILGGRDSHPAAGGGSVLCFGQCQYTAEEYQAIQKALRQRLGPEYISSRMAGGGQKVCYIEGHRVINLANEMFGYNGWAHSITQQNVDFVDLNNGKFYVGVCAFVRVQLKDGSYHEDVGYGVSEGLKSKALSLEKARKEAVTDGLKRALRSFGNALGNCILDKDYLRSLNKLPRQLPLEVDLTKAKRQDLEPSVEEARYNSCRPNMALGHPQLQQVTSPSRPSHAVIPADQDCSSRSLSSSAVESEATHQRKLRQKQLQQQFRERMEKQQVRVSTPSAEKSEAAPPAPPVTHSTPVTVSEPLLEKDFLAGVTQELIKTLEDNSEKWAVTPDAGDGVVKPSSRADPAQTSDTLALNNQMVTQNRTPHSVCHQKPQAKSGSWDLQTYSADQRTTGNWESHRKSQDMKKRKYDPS
ARNT TACC3 PPI = disruptors of ARNT/TACC3 protein interaction, primary screen, biochemical, AlphaScreen, single concentration; Transforming acidic coiled-coil-containing protein 3 (Homo sapiens), Q9Y6A5; AlphaScreen His-ARNT PAS-B/GST-TACC3 binding, luminescence; TACC3 fragment carries E629A point mutation; inhibition, % at 9.99 µM; 390,000 tested, 0.66% active;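 active = mean inhibition of replicates at least 50% and at least half of replicates each reaching 50%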;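 also: 0% = complete ARNT plus TACC3 wells and 100% = ARNT alone without TACC3; many hits fall short of the cut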
ERAP1 HTS inh = human ERAP1 aminopeptidase inhibitors, primary screen, biochemical, single point, plate reader. Endoplasmic reticulum aminopeptidase 1 (Homo sapiens), Q9NZ08. 340,000 tested, 0.15% active. recombinant ERAP1, Leu-AMC fluorescence, 60 min. AID 652197, 2013. inhibition, % at 10.7 µM;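 active = mean replicate inhibition of at least 30%, or all replicates individually reaching that 30% level; inactive = mean below 30% and not every replicate reaching it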;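 also: 0% = neutral control wells and 100% = L-leucinethiol positive control wells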
Starred values were filed as active, the others as inactive; . = not tested or not shown.

SMILES | esBAF inh | RAD54 branch | GSIS activator | Xi reactivation | CFTR F508del cor | RAD52 inh | ARNT TACC3 PPI | ERAP1 HTS inh
CCc1c(O)nc(SCC(=O)Nc2ccc(Br)cc2)n(-c2ccc(C)cc2)c1=O | 2 | 5 | -19 | 0.0 | -0.8 | -101 | 0 | 1
C[C@@H]1CN([C@@H](C)CO)C(=O)Cc2cc(NC(=O)CCCN(C)C)ccc2O[C@H]1CN(C)Cc1ccc(C(=O)Nc2ccccc2N)cc1 | . | . | 30 | -1.2 | -2.5 | 83* | . | -1
C[C@@H]1CN([C@H](C)CO)C(=O)c2cc(/C=C/c3ccccc3)cnc2O[C@H]1CN(C)Cc1cccnc1 | 3 | -6 | -7 | -0.7 | 0.4 | 4 | -4 | 0
O=[N+]([O-])c1ccc(S(=O)(=O)NCC2COc3ccccc3O2)cc1 (centres undefined) | -8 | 5 | 18 | 0.3 | 2.9 | -6 | 6 | 0
CN(C(=O)c1cc2c(=O)n3ccccc3nc2n1C)C1CCCCC1 | 11 | 11 | 44 | 0.2 | 0.6 | -22 | . | 61*
O=C(C[C@H]1C[C@H]2c3cc(NC(=O)c4cccnc4)ccc3O[C@H]2[C@H](CO)O1)NCCN1CCCCC1 | -2 | 2 | 13 | -0.1 | 2.0 | 14 | -3 | 0
Cn1ccnc1Sc1ccc(C=O)cc1[N+](=O)[O-] | . | . | 5 | 0.0 | 2.8 | 2 | -4 | 4
C[C@H](CO)N1C[C@H](C)[C@@H](CN(C)CC2CC2)Oc2ccc(NS(=O)(=O)c3ccc(Cl)cc3)cc2C1=O | 0 | 6 | -10 | 0.0 | -0.7 | 13 | 7 | -3
Cc1ccc(S(=O)(=O)Nc2ccc3c(c2)CC(=O)N([C@@H](C)CO)C[C@@H](C)[C@@H](CN(C)Cc2ccc(C(F)(F)F)cc2)O3)cc1 | 0 | . | -2 | 0.4 | 6.3 | . | . | .
O=C(CCNC(=O)c1ccc([N+](=O)[O-])cc1)Nc1ccc(N2CCOCC2)cc1N1CCOCC1 | . | . | 7 | 0.1 | -1.4 | -7 | . | -2
CCOc1ccccc1OCC(=O)Nc1cc(S(=O)(=O)N2CCCCC2)ccc1OC | 3 | 3 | 14 | 0.0 | 0.5 | -13 | -5 | -3
C[C@@H]1CN([C@@H](C)CO)C(=O)c2cc(NC(=O)CCCCCC(=O)Nc3ccccc3N)ccc2O[C@@H](C)CCCCO[C@@H]1CN(C)CC1CCCCC1 | -3 | 4 | 3 | -0.5 | -0.5 | 5 | 3 | 0
COc1ccccc1CC(=O)N1CCN(c2ccc(F)cc2)CC1 | . | . | . | 0.1 | -0.9 | -6 | -2 | 0
COc1ccc(C(CCNC(C)c2ccccc2)C(C)C)cc1 (centres undefined) | . | -5 | -28 | 0.0 | 1.0 | -9 | . | .
CCOc1ncccc1C(=O)N1CCCSC1=Nc1ccc(C(C)=O)cc1 | . | . | 24 | 0.6 | -1.2 | 1 | -4 | 2
CO[C@H]1CN(C)C(=O)c2ccc(NC(=O)Nc3ccccc3)cc2OC[C@H](C)NC[C@@H]1C | . | . | -16 | 0.5 | -2.9 | -5 | . | -3
CN(C)CC(=O)N[C@@H]1CC[C@@H](CCNC(=O)C2CCC2)O[C@H]1CO | -4 | 6 | 2 | 0.4 | -0.7 | -4 | 12 | -3
CC(=O)NC[C@H]1[C@@H](c2ccc(-c3cccnc3)cc2)[C@@H](CO)N1C(=O)C1CCC1 | -3 | -2 | 4 | -0.1 | 0.9 | . | 1 | .
O=C(Nc1ccccn1)NC1CCS(=O)(=O)C1 (centres undefined) | -11 | -5 | 2 | . | . | -13 | 1 | 2
C=CCN(CC=C)Cc1cc(=O)oc2cc(OC)ccc12 | 3 | 5 | 12 | 0.0 | -2.7 | -16 | . | -1
CCCC#Cc1cnc2c(c1)C(=O)N([C@H](C)CO)C[C@H](C)[C@H](CN(C)C(=O)C1CCOCC1)O2 | 5 | -3 | -1 | -0.3 | -1.5 | -2 | -4 | -2
CC(=O)NCCC(=O)Nc1ccc(F)cc1C | -1 | -1 | 0 | . | . | . | -3 | .
CN(c1ccccc1C(=O)Nc1ccc2c(c1)n(C)c(=O)n2C)S(C)(=O)=O | -8 | -7 | -2 | 0.0 | -1.4 | -1 | -1 | 1
CCc1ccccc1NC(=O)Cc1cn(C)c2ccccc12 | 2 | -1 | 4 | 0.3 | -2.1 | -2 | 2 | -2
Cc1sc(N=Nc2ccc(N(C)C)cc2)[n+]([O-])c1C | . | . | -7 | 0.3 | -2.7 | -5 | . | 0

Shown as comma-separated lines: entries from further up
structure,esBAF inh,RAD54 branch,GSIS activator,Xi reactivation,CFTR F508del cor,RAD52 inh,ARNT TACC3 PPI,ERAP1 HTS inh
O=[N+]([O-])c1ccc(S(=O)(=O)NCC2COc3ccccc3O2)cc1 (centres undefined),-8,5,18,0.3,2.9,-6,6,0
Cc1sc(N=Nc2ccc(N(C)C)cc2)[n+]([O-])c1C,.,.,-7,0.3,-2.7,-5,.,0
COc1ccccc1CC(=O)N1CCN(c2ccc(F)cc2)CC1,.,.,.,0.1,-0.9,-6,-2,0
CN(C(=O)c1cc2c(=O)n3ccccc3nc2n1C)C1CCCCC1,11,11,44,0.2,0.6,-22,.,61*
CCCC#Cc1cnc2c(c1)C(=O)N([C@H](C)CO)C[C@H](C)[C@H](CN(C)C(=O)C1CCOCC1)O2,5,-3,-1,-0.3,-1.5,-2,-4,-2

Additional compounds
SMILES | esBAF inh | RAD54 branch | GSIS activator | Xi reactivation | CFTR F508del cor | RAD52 inh | ARNT TACC3 PPI | ERAP1 HTS inh
CC1CN(S(=O)(=O)c2ccc(C(=O)Nc3sccc3C(N)=O)cc2)CC(C)O1 (centres undefined) | . | . | -2 | 0.0 | . | -3 | -5 | 5
CCCC#Cc1cnc2c(c1)C(=O)N([C@H](C)CO)C[C@@H](C)[C@H](CN(C)C(=O)Nc1ccccc1OC)O2 | 2 | -1 | -17 | -0.8 | 0.0 | 5 | 3 | 7
CC(C)(C)c1ccc(S(=O)(=O)NC(=O)C2(C)CCN2C(=O)CC2CCCC2)cc1 (centres undefined) | 3 | 4 | 3 | -0.1 | -2.0 | -11 | . | 2
CCN1CCCC1CNc1ccc(S(C)(=O)=O)cc1[N+](=O)[O-] (centres undefined) | -6 | -11 | 13 | 0.0 | -1.2 | -14 | 2 | 1
CCCn1c(C)cc(C(=O)COc2ncnc3sccc23)c1C | 29 | -3 | -13 | . | -0.1 | -29 | 0 | 4
CN(C)CCCNC(=O)c1cccc(-c2ccc3nccn3c2)c1 | -1 | 6 | 11 | 0.8 | -1.0 | -4 | . | -1
O=C(N/N=C\C=C\c1ccc2c(c1)OCO2)c1ccc(F)cc1 | 6 | -2 | 0 | 0.0 | 0.3 | -14 | -5 | -5
CCCCOc1ccc(N(CC(=O)NCC2CCCO2)C(=O)CCC(=O)Nc2nccs2)cc1 (centres undefined) | . | . | 11 | 0.1 | -0.8 | 4 | . | 0
Cc1ccc(-c2ccccc2[C@@H]2C[C@H]3CN(C)C(=O)[C@]34CCCN24)o1 | -7 | -7 | -18 | 0.0 | -1.8 | -26 | . | -1
CC(C)(C)C(=O)NCCCNc1ccc([N+](=O)[O-])cc1 | 5 | 0 | . | 0.0 | -1.6 | 7 | -2 | 4
COc1ccc(CN(CC(=O)NCCC(C)C)C(=O)CCC(=O)Nc2nccs2)cc1 | -8 | -3 | 5 | 0.1 | 3.8 | 2 | 20 | 2
CC1=CC(C)(C)NC(=S)N1c1ccccc1 | -5 | -2 | -2 | . | 1.4 | -13 | -9 | -1
Fc1cccc(NC(=S)N2CCn3cccc3C2c2cccnc2)c1 (centres undefined) | 4 | -14 | -10 | 0.4 | -2.2 | -24 | -14 | 2
CN1N=C2c3ccccc3CCC2C1c1ccc(F)cc1 (centres undefined) | . | -20 | 22 | 0.0 | 0.1 | 0 | . | -5
COc1ccc(OC)c(NC(=O)c2ccc3c(c2)C(=O)N(CC2CCCO2)C3=O)c1 (centres undefined) | 1 | -7 | 21 | 0.0 | 0.4 | -17 | -1 | -6
CC[C@H](C)[C@H](NC(N)=O)C(=O)NCCc1ccc(OC)cc1 | -6 | 4 | -20 | -0.1 | 0.2 | -7 | -1 | 20
COc1ccc(N=C2c3ccccc3-c3ccc([N+](=O)[O-])cc32)cc1 | 0 | . | -7 | -0.1 | 0.5 | -5 | 5 | 0
O=C(CSc1nnc(CNC(=O)c2c(F)cccc2Cl)o1)NC1CCCCC1 | -3 | 2 | -10 | 0.2 | 1.2 | -15 | 0 | -6
C=CCOc1ccc(CNn2nnnc2N)cc1 | . | 0 | -7 | . | . | -4 | . | 7
NS(=O)(=O)c1ccc(NC(=S)NC2CCCCC2)cc1 | . | . | -13 | -0.3 | 0.2 | 4 | . | -2
CC1CCC2(CC1)NC(=O)N(CC(=O)NCc1ccc(Cl)cc1)C2=O (centres undefined) | -7 | 0 | 11 | 0.1 | -0.3 | -12 | -3 | 1
COCC(=O)N(C)[C@H]1C[C@H]2c3cc(Oc4ccccc4C)ccc3CCN2C(=O)[C@H]1[C@H](C)O | 1 | -11 | -3 | . | 0.0 | -17 | -4 | 5
CCOC(=O)c1c(CS(=O)(=O)c2ccccc2)n(C)c2cc(Br)c(O)cc12 | 3 | -8 | . | -0.2 | . | 11 | 1 | 2
O=C(c1ccccc1)C1CCN(C(=O)c2c(F)cccc2F)CC1 | 2 | -2 | 9 | 0.2 | -2.3 | -6 | -3 | -2
COc1ccccc1NC(=S)NNC(=O)c1cc(C)n(C)n1 | -4 | -1 | -2 | . | . | 0 | . | 2

Continuation.
SMILES | esBAF inh | RAD54 branch | GSIS activator | Xi reactivation | CFTR F508del cor | RAD52 inh | ARNT TACC3 PPI | ERAP1 HTS inh
COc1ccc(NC(=O)N[C@H]2CC[C@H](CCNC(=O)CCN3CCCCC3)O[C@@H]2CO)cc1 | 1 | -5 | 21 | 0.6 | -1.5 | -10 | 1 | -1
O=C(CSc1nc(O)cc(=O)n1-c1ccccc1)Nc1nc2ccccc2s1 | . | -7 | -15 | 0.3 | . | -28 | -3 | 1
CN(C(=O)c1cc(COc2ccc(F)c(F)c2)on1)C1CCOC1 (centres undefined) | 23 | 0 | 7 | 0.3 | -2.0 | -24 | -5 | -4
Cc1nn(C)c(C)c1/C=C(/C(=O)C(C)(C)C)n1cncn1 | . | 8 | 16 | -0.1 | -6.7 | -6 | -1 | -1
Cc1cnc(C(=O)OCC(=O)c2ccc(C3CCCCC3)cc2)cn1 | . | -3 | -1 | 0.0 | 1.8 | -13 | 4 | 3
O=C(NCCCO)c1c(O)c2cccc3c2n(c1=O)CCC3 | 0 | 8 | 3 | 0.1 | 1.0 | -10 | 1 | 5
CCCCNC(=O)C1C(c2ccccc2)=Nc2ccccc2N1C(=O)c1ccc(C(F)(F)F)cc1 (centres undefined) | . | . | -6 | 0.1 | 1.1 | -18 | . | 7
COc1ccc(OC)c(NC(=O)C(CCS(C)(=O)=O)NC(C)=O)c1 (centres undefined) | -15 | 5 | 14 | . | . | . | 0 | .
CC1=C(C(=O)N(C)C)CC(CC(=O)NC2CCCCC2)C(=O)N1Cc1ccc(C(C)(C)C)cc1 (centres undefined) | -6 | 2 | . | -0.1 | 0.2 | 9 | . | -4

Compound activity from PubChem.
